hIAP block: blocks human intestinal alkaline phosphatase. 0.12% of 330,000 active. AID 2544. P09923. purified IAP, CDP-Star luminescence, 30 min. inhibition, % at 10 µM;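 active = inhibition reaching a set limit with compound at 10 µM in the primary screen, cut at about 35% in these data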;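 note: plate controls were DMSO wells with enzyme for no effect and no-enzyme buffer wells for full effect; values of inactives mirror those of a sister screen read the other way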
Target sequence (P09923 whole entry, looked up): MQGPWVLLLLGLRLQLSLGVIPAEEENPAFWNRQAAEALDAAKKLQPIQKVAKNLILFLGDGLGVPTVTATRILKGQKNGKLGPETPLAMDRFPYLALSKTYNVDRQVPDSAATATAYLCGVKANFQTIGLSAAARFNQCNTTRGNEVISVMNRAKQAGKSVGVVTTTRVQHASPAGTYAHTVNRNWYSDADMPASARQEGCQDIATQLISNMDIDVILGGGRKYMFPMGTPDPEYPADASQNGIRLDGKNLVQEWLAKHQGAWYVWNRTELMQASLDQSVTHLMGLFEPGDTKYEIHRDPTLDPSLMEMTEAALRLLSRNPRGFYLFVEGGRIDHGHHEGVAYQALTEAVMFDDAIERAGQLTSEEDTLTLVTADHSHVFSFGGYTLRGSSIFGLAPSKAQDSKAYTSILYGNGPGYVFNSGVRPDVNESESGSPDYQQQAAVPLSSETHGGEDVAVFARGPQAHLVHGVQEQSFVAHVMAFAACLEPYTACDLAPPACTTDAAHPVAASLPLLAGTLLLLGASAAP
mIAP inh: mouse IAP inhibition | 0.2% of 330,000 active | inhibition, % at 10 µM | purified mouse IAP, CDP-Star luminescence, 30 min;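 active = inhibition of at least 40% at 10 µM in the primary screen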;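 note: plate controls were DMSO with enzyme for no effect and no enzyme wells for full effect; values of inactives mirror those of a sister screen read the other way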
TIM10 inh: TIM10 yeast growth inhibition; S. cerevisiae TIM10 strain growth, BacTiter-Glo luminescence, 24 h; inhibition, % at 10 µM; 1.4% of 330,000 active;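 active = inhibition of 40% or more at the single tested concentration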;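 note: wild-type TIM10 isogenic control strain grown at permissive 25 °C; 0% = DMSO yeast wells and 100% = minimal medium wells without yeast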
hIAP activ: human IAP activation; P09923; purified human IAP, CDP-Star luminescence, 30 min; hits give high values; 1 = vehicle-only enzyme, 0 = enzyme-free background; activation factor at 10 µM; 0.16% of 330,000 active; AID 2524;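 active = activation factor of the enzyme at least 2-fold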; note: the source names both 10 and 20 µM as test concentration; values of inactives mirror those of a sister screen read the other way
Apaf-1 inh: blocks human Apaf-1 apoptosome activity; O14727; reconstituted apoptosome caspase-3 activity, DEVD-Rh110 fluorescence; inhibition, % at 20 µM; 0.71% of 330,000 active; AID 489030; active = inhibition of at least 40% at 20 µM;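 note: plate controls were DMSO wells for no effect and DEVD-CHO caspase inhibitor wells for full effect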
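System: reconstituted apoptosome with Apaf-1, cytochrome c, caspase-9, procaspase-3, dATP; Signal: Rh110 fluorescence intensity; Schedule: 30 min compound preincubation, 50 min activation, room temperature; Reagent: cytochrome c trigger plus (Z-DEVD)2-Rh110 caspase-3 substrate.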
tim10-1 inh: tim10-1 yeast growth inhibition | inhibition, % at 20 µM | AID 463190 | 2.2% of 330,000 active | S. cerevisiae tim10-1 ts strain growth, BacTiter-Glo, 24 h;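 active = inhibition of at least 40%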;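 note: mutant grown at 25 °C; 0% = DMSO wells with yeast and 100% = wells holding no yeast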
mIAP act: mouse IAP activation. AID 2805. muIAP, CDP-Star luminescence, 30 min; hits give high values; 1 = vehicle-only enzyme signal, 0 = enzyme-free wells. 0.24% of 330,000 active. activation factor at 10 µM;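 active = activation factor of at least 2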; note: the source names both 10 and 20 µM as test concentration; values of inactives mirror those of a sister screen read the other way
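Assay system: mouse IAP enzyme; reagent: chemiluminescent substrate CDP-Star; dosing: test compounds delivered from DMSO solution; schedule: 30 min at room temperature; measured by: luminescence from enzymatic CDP-Star hydrolysis; controls: DMSO-only wells and no-enzyme negative control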
ATG4B inh: inhibitors of human ATG4B cysteine protease | inhibition, % at 8.33 µM | AID 504462 | Q9Y4P1 | ATG4B cleavage of LC3-PLA2, NBD-HPC fluorescence, 1 h | 0.51% of 340,000 active; in the data active = inhibition above about 40%
Target sequence (Q9Y4P1 whole entry, looked up): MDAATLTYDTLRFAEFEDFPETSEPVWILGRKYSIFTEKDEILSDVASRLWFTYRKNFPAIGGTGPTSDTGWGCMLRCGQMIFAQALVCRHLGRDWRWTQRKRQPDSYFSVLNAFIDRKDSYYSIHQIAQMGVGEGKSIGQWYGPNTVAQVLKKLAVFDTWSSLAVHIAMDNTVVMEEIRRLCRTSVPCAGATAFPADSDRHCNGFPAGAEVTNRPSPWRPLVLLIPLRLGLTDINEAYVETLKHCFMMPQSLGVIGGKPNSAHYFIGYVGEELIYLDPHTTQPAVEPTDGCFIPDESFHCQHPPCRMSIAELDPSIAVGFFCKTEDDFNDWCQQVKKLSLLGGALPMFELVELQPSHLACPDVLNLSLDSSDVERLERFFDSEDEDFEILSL
NALP3 yeast inh: NALP3 inhibition in yeast; AID 2825; inhibition, % at 10 µM; Yeast reconstituted NLRP3/ASC/caspase-1, beta-gal luminescence, 24 h; 0.39% of 330,000 active;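 active = inhibition of 50% or more; inactive = inhibition below 50%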;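 note: plate controls were induced DMSO wells for no effect and uninduced yeast grown without galactose for full effect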
Starred values were filed as active, the others as inactive; . = no result given; & = joins results of further samples. The list is partial; rates above refer to the full screens.

SMILES	hIAP block	mIAP inh	TIM10 inh	hIAP activ	Apaf-1 inh	tim10-1 inh	mIAP act	ATG4B inh	NALP3 yeast inh
CNC(=S)N1CCN(CCN=Cc2c(O)n(-c3ccc(C)cc3)c(=S)[nH]c2=O)CC1	8	-2	2	0.92	-2	1	1	-6	20
CC(C)(C)N(NC(=O)c1ccccc1)C(=O)c1ccccc1	5	1	40*	0.95	-13	-3	0.99	23	4
Cn1c(O)c(C=Nc2ccc(Br)cc2)c(=O)n(C)c1=O	-16	-4	29	1.2	3	0	1	2	15
COc1ccc2nc(/N=C/c3c(O)n(-c4cccc(Cl)c4)c(=O)[nH]c3=O)sc2c1	-11	1	8	1.1	0	-4	0.99	4	10
COc1ccccc1N1CCN(Cc2ccccc2)CC1	16	4	-7	0.84	4	-5	0.95	-1	14
CN1C(=O)c2ccccc2NC(=O)C1Cc1ccccc1 (stereo not drawn)	-3	-10	-2	1	-1	-8	1.1	1	-3
Cc1ccc(-n2c(O)c(/C=N/N3CCCCCC3)c(=O)[nH]c2=O)cc1C	-10	-4	15	1.1	-15	8	1	-4	12
Cc1ccc2nc(N3CCC(C(=O)N4CCC5(CC4)OCCO5)CC3)sc2c1	-12	-3	10	1.1	-2	18	1	-3	26
OC(CCNCCc1c[nH]c2ccccc12)C(F)(F)F (stereo not drawn)	4	7	8	0.95	-14	12	0.93	5	13
COc1cc(C2NCc3ccccc3-n3cccc32)ccc1O (stereo not drawn)	1	-1	4	0.99	-10	19	1	-3	5
COc1ccc(-c2cc(-c3ccccc3)[n+](C)c(-c3ccccc3)c2)cc1	15	3	34	0.85	5	35	0.97	-1	17
COc1ccc(/C=N\N=C(N)N)cc1	-2	0	-3	1	-3	-10	1	-10	-1
NC(=O)Cn1cc(C=C2C(=O)NC(=O)NC2=O)c2ccccc21	-12	7	-15	1.1	2	15	0.93	-6	11
c1cncc(C2Nc3cccc4cccc(c34)N2)c1	2	4	26	0.98	42*	26	0.96	0	11
COC(=O)CCCNC(=O)CN1CC(c2ccccc2)CC1=O (stereo not drawn)	1	3	-10	0.99	-1	-7	0.97	-1	21
CCOC(=O)C(C)(CC)NC(=O)CSP(=S)(OCC)OCC (stereo not drawn)	1	-8	7	0.99	-2	4	1.1	-4	8
c1ccc(P(c2ccccc2)c2ccccn2)cc1	20	-3	17	0.8	-11	10	1	-2	-16
O=C(O)Cn1cc(/C=C2\C(=O)NC(=O)N(c3ccc(F)cc3)C2=O)c2ccccc21	-6	14	6	1.1	7	7	0.86	.	23
OCCCCO	15	1	5	0.85	38	6	0.99	-6	10
CC(C)n1c(=O)c(C=Nc2ccc(Br)cc2)c(O)n(Cc2ccco2)c1=O	6	7	10	0.94	12	30	0.93	17	-10

Fetched one by one from the entries so far, five records:
SMILES	hIAP block	mIAP inh	TIM10 inh	hIAP activ	Apaf-1 inh	tim10-1 inh	mIAP act	ATG4B inh	NALP3 yeast inh
CC(C)(C)N(NC(=O)c1ccccc1)C(=O)c1ccccc1	5	1	40*	0.95	-13	-3	0.99	23	4
OC(CCNCCc1c[nH]c2ccccc12)C(F)(F)F (stereo not drawn)	4	7	8	0.95	-14	12	0.93	5	13
CCOC(=O)C(C)(CC)NC(=O)CSP(=S)(OCC)OCC (stereo not drawn)	1	-8	7	0.99	-2	4	1.1	-4	8
COc1cc(C2NCc3ccccc3-n3cccc32)ccc1O (stereo not drawn)	1	-1	4	0.99	-10	19	1	-3	5
NC(=O)Cn1cc(C=C2C(=O)NC(=O)NC2=O)c2ccccc21	-12	7	-15	1.1	2	15	0.93	-6	11

Other results follow:
SMILES	hIAP block	mIAP inh	TIM10 inh	hIAP activ	Apaf-1 inh	tim10-1 inh	mIAP act	ATG4B inh	NALP3 yeast inh
CC1CCN(CC(=O)c2ccc3c(c2)OCCO3)CC1	8	-3	-11	0.92	4	7	1	-11	-14
COC(=O)C1=C(c2ccc(F)cc2OCc2ccccc2)C[C@@H]2CC[C@H]1N2C(=O)NCc1cccc(F)c1	7	-45	3	0.93	22	12	1.5	26	8
CCOc1ccc(-n2c(O)c(/C=C3\C=Nc4ccccc43)c(=O)[nH]c2=O)cc1	8	8	-5	0.92	13	14	0.93	4	6
C=C[C@H]1CN2CC[C@H]1C[C@H]2[C@H](O)c1ccnc2ccccc12	15	-8	2	0.85	-1	-19	1.1	3	14
O=C(Nc1ccc2ccccc2c1)N1C[C@H]2C[C@@H](C1)c1cccc(=O)n1C2	-6	8	-3	1.1	-3	7	0.92	-5	7
O=C(O)c1cn(Cc2ccccc2)nc1-c1ccccc1	8	-4	7	0.92	7	3	1	2	21
Cc1cc(C(=O)Nc2ccc3c(c2)OCCO3)nn1C(C)(C)C	-2	3	8	1	-15	-1	0.97	-4	-2
CC1=[N+]([O-])C2(N)CCc3nonc3C2(O)C1 (stereo not drawn)	-19	-3	-1	1.2	-1	1	1	5	3
CCCNc1nc(OC)nc(N2CC3CC(C2)c2cccc(=O)n2C3)n1 (stereo not drawn)	-5	-7	7	1.1	0	10	1.1	-16	20
O=C(c1ccccc1)C1NC1c1ccccc1 (stereo not drawn)	-4	14	6	1	-15	3	0.86	-4	15
CCNCC1(c2ccc(OC)c(OC)c2)CCCC1	23	6	-9	0.77	0	3	0.94	2	25
CCOP(=O)(OCC)OCC	-1	6	-5	1	-9	-8	0.94	0	2
CCOC(=O)c1c(C)n(C(C)C)c2ccc(OC)cc12	8	-8	-9	0.92	-7	7	1.1	-2	3
CCOP(=S)(OCC)N1CCOCCOCCN(P(=S)(OCC)OCC)CCOCCOCC1	2	15	17	0.98	14	10	0.85	-2	5
C[n+]1c(-c2ccccc2)cc(-c2ccc(O)cc2)cc1-c1ccccc1	19	12	-5	0.81	-7	13	0.88	0	10
Cc1cc(Cc2c(O)[nH]c(=S)[nH]c2=O)ccc1OC(C)C	-27	19	8	1.3	-14	1	0.81	0	20
CC(=O)N1N=C2C3CCN(CC3)C2C1c1ccc(F)cc1 (stereo not drawn)	3	6	3	0.97	-19	9	0.94	-4	3
COc1ccccc1-n1c(O)c(C=NCCN2CCNCC2)c(=O)[nH]c1=O	-8	8	7	1.1	0	3	0.92	-4	21
CCc1ccc(N2C(=O)NC(=O)/C(=C/c3cccn3CCOc3ccc(C)cc3)C2=O)cc1	-8	13	13	1.1	8	15	0.87	-1	17
CC(C(N)=O)N1CC(c2ccccc2)CC1=O (stereo not drawn)	-4	-5	-4	1	-3	8	1.1	4	9
O=C(NC1CONC1=O)OCC(Cl)(Cl)Cl (stereo not drawn)	2	5	-1	0.98	-9	5	0.95	-5	-7
Cc1cc(OC(=O)N(C)C)n(-c2ccccc2)n1	-1	12	11	1	-4	-17	0.88	3	8
COc1cc(CN2CCCC(C(=O)c3sccc3C)C2)cc(Cl)c1O (stereo not drawn)	-7	-2	1	1.1	4	-12	1	5	18
CC(=O)N1CCC(N2CCCC(C(=O)c3cccc(Cl)c3)C2)CC1 (stereo not drawn)	7	-3	-37	0.93	1	-29	1	10	15
O=C(c1cc2ccccn2n1)N1CCC2(CC1)OCCO2	7	-12	-9	0.93	4	7	1.1	-2	2
Cc1nn(Cc2ccccc2)c(Cl)c1C(=O)NC1CCCc2ccccc21 (stereo not drawn)	-2	3	33	1	19	17	0.97	-9	7
C[C@]12CC[C@H](O)CC1=CC(=O)C1C2CC[C@]2(C)C(=O)[C@H](O)CC12 (stereo partly drawn)	-4	-6	0	1	2	4	1.1	-4	2
CCC(C)N=Cc1c(O)n(-c2ccccc2)c(=O)[nH]c1=O (stereo not drawn)	8	0	6	0.92	-3	10	0.99	-2	7
C[C@]12CC[C@H](OS(=O)(=O)O)CC1=CC[C@@H]1[C@@H]2CC[C@]2(C)C(=O)CC[C@@H]12	-1	-4	6	1.1	11	2	1.1	1&8&-7	9
OC(c1ccc(F)cc1)C(c1ccccc1)N1CCOCC1 (stereo not drawn)	16	3	2	0.84	-4	11	0.97	-13	17
c1ccc2c(CN3CCCCCCC3)c[nH]c2c1	5	-3	-10	0.95	14	7	1	-4	8
O=C(CN1CCCCC1)NCC(=O)Nc1ccc(Br)cc1C(=O)c1ccccc1	9	9	17	0.91	8	4	0.91	8	5
Cn1c(O)c(C=Nc2cccc(C(F)(F)F)c2)c(=O)n(C)c1=O	9	-5	-13	0.91	0	19	1.1	2	20
Cc1c(NP(=O)(C(C)(C)C)C(C)(C)C)c(=O)n(-c2ccccc2)n1C	5	4	9	0.95	-10	4	0.96	-12	-5
CCc1nc2ccccc2c(=O)n1-c1ccc2ccccc2c1	-4	0	-2	1	-2	20	1	-6	10
N[C@@H](CCl)C(=O)O	-28	-5	-3	1.3	9	25	1.1	-9	2
CCOc1ccccc1OCC(=O)Nc1ccc(Cl)cc1C(=O)c1ccccc1	7	14	12	0.93	16	14	0.86	-3	5
O=[N+]([O-])/C=C1\NCCN1Cc1ccc(Cl)nc1	14&-13	5&-5	1&2	0.86&1.1	-7&-5	0&-5	0.95&1	4&7	5&14
Cc1nc2ccccc2c(=O)n1-c1ccc(F)cc1F	-20	-8	-13	1.2	-20	-4	1.1	2	5
O=c1[nH]c(=O)n(Cc2ccccc2)c(O)c1/C=C1\C=Nc2ccccc21	21	18	34	0.79	12	33	0.82	-4	7
COC(=O)C1=C(c2ccc(S(C)(=O)=O)cc2)C[C@@H]2CC[C@H]1N2C(=O)NCCCOC(C)C	-1	-10	-4	1	0	-17	1.1	3	10
COc1ccc(C(=O)Nc2cccc(S(=O)(=O)NCc3ccco3)c2)cc1	-15	-12	5	1.2	13	1	1.1	-13	1
CC(Cc1ccccc1)NCCC(=O)NC(C)Cc1ccccc1 (stereo not drawn)	3	0	-5	0.97	-3	7	1	-4	12
COc1cc(C(CN)CC(=O)O)ccc1O (stereo not drawn)	22	6	3	0.78	-4	9	0.94	9	-3
N#CC1(c2ccccc2)CCN(C2CC(=O)N(c3ccc4c(c3)OCO4)C2=O)CC1 (stereo not drawn)	2	-4	7	0.98	-2	-4	1	-10	11
CCOc1c(Cl)cc(CNCCc2c[nH]c3ccccc23)cc1OC	-14	-11	-3	1.1	8	24	1.1	-6	15
CCCCn1c(=O)c(C(=O)NCCc2ccccc2)c(O)c2ccccc21	4	6	-6	0.96	8	-34	0.94	12	17
COC(=O)C1=C(c2ccc3ccccc3c2)C[C@@H]2CC[C@H]1N2C(=O)N1CCCCC1	-6	-6	17	1.1	18	3	1.1	13	16
O=c1c2ccccc2nc(-c2ccccc2)n1-c1nccs1	-5	-12	6	1	-8	6	1.1	0	-5
Fc1cccc(C2NCc3ccccc3-n3cccc32)c1 (stereo not drawn)	4	1	16	0.96	4	21	0.99	5	27
(listing goes on)
SMILES	hIAP block	mIAP inh	TIM10 inh	hIAP activ	Apaf-1 inh	tim10-1 inh	mIAP act	ATG4B inh	NALP3 yeast inh
c1cncc(C2CCCCN2Cc2ccc3c(c2)OCO3)c1 (stereo not drawn)	3	-9	10	0.97	1	-1	1.1	-5	-4
COC(=O)C1=C(c2ccc(F)cc2F)C[C@@H]2CC[C@H]1N2C(=O)NCc1ccc(F)cc1	2	-6	2	0.98	18	22	1.1	3	8
CCOc1cc(CNCCc2c[nH]c3ccccc23)cc(Cl)c1OC	-12	0	24	1.1	-4	40	1	7	11
Cc1nn(Cc2ccccc2)c(Cl)c1C(=O)OC(C)C(=O)Nc1ccc(F)cc1Cl (stereo not drawn)	14	-8	7	0.86	14	20	1.1	5	18
CN1C(=O)C(Cc2cccc3ccccc23)C(=O)N(C)C1=O	-4	10	7	1	12	30	0.9	0	4

Bioassay records (PubChem)
